Peg3 imprint = inducers of genomic imprint erasure in mouse ES cells; 110,000 tested, 0.02% active; AID 1948; Potency, µM (highest dose often 60.7 µM), without a hit: at the highest dose activity change, positive = activation, most hits filed as activators; mouse ES Peg3-LacZ reporter, beta-gal luminescence, 40 h;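 note: 0% = negative control wells on the plate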
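Gelatin-coated wells received 300 freshly trypsinized female ES cells with a Peg3LacZ-Neo reporter on the maternal allele, then incubated 40 hours at 37C. BetaGlo was added for 5 minutes at room temperature before a single luminescence read.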
p53ts 32C tox = p53ts cell cytotoxicity, permissive temperature; AID 924; Potency, µM (highest dose often 46.1 µM), for inactives: top-dose activity change, negative = cytotoxicity, hits mostly cytotoxic; 130,000 tested, 0.93% active; H1299-p53A138V at 32C, ATP luminescence viability, 24 h;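 note: 0% = DMSO and -100% = full killing by reference compound; nearly all actives have a fitted effect of over 55% in size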
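H1299-p53 A138V cells (temperature-sensitive p53) exposed 24 h to up to 46 uM compound at 32C, where p53 is wild-type in conformation. Viability read as ATP luminescence and normalised to DMSO and 100 uM tamoxifen. AC50 fitted with the Hill equation.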
IkB signaling = suppresses IkB signaling in ABC-DLBCL reporter cells. ABC-DLBCL IkBa-CBG/CBR dual luciferase ratio, 4 h; response scale: scaled: untreated 0%, proteasome inhibitor 100%. Potency, µM (doses to about 57.1 µM), for inactives: at the top dose IkBa stabilization activation. 110,000 tested, 0.04% active. AID 445; active = well fitted curve in the direction sought with a large enough effect in the signal ratio, not every such curve was filed as active; inconclusive = small, poorly fitted or top-dose-only effect, or a change in a side signal; the % refers to the signal ratio;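 note: the direction sought is a rising ratio; 0% = basal untreated cells and 100% = reference inhibitor full response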
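In this assay, an IκBα–CBG68 fusion accumulates when IKK-driven degradation is blocked; native CBR normalizes for cell number. OCI-Ly3 cells were treated 4 h with compound and doxycycline, then green and red light read after Chroma-Glo addition.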
p53ts 39C tox = cytotoxicity in p53ts cells at nonpermissive temperature; H1299-p53A138V viability at 39C, ATP luminescence, 24 h; Potency, µM (titrated, usually from 46.1 µM), without a hit: at the top dose activity change, negative = cell killing, actives largely listed as cytotoxic; 130,000 tested, 1.5% active; note: nearly all actives have a fitted effect of over 55% in size
* hit, by the source's call; ? = inconclusive; . = not tested or not shown; [ ] = another dose, or the depositor's remark. Unless noted, calls come from the whole dose curve; as a rule, active = well fitted curve in the direction sought with a large enough effect; inconclusive = small, poorly fitted or top-dose-only effect, or another doubt; inactive = no such curve, though single readings can be large; an effect the other way counts as inactive or inconclusive. Unless noted, % is set by controls: 0 for no effect and ±100 for the full control effect; potency is the fitted concentration of half-maximal effect. An unsorted share of the library; about 1.7% have a hit in one of these screens.

Every second line gives: Peg3 imprint | p53ts 32C tox | p53ts 39C tox | IkB signaling
- O=C(NC1(C(F)(F)F)C(=O)Nc2c1c(=O)[nH]c(=O)n2-c1ccc(Cl)cc1)c1ccccc1F (configuration not stated)
→ -10%[10.9 µM] | 9% | 10% | ?
- COc1ccccc1CCNS(=O)(=O)c1c(C)n(C)c(=O)n(C)c1=O
→ 6% | 6% | 5% | 1.8%
- CC(=O)Nc1ccc(NC(=O)c2ccc3c(c2)CCN3S(=O)(=O)c2ccc(C)cc2)cc1
→ 9%[10.9 µM] | 6% | -13% | 0.6%
- CC(=O)Nc1nonc1NC(=O)CSc1nc2ccccc2o1
→ -47%[inhibitor] | -23% | 4% | 1.8%
- Cc1ccc(S(=O)(=O)c2cnc(SCC(=O)Nc3cccc(Cl)c3)nc2N)cc1C
→ 14%[10.9 µM] | 6% | 22% | 16%
- CSc1nc2ccccc2n1CC(=O)N1CCCCC1
→ -1% | 2% | -1% | 0.2%
- Cc1ccc(NC(=O)Cn2c(=O)n(CC(=O)NCCc3ccccc3)c(=O)c3ccccc32)cc1
→ -8%[10.9 µM] | 11% | ? | ?
- CCC1CCc2nc3sc(C(=O)Nc4ccc(F)c(Cl)c4)c(N)c3cc2C1 (configuration not stated)
→ -10%[10.9 µM] | -4% | 4% | 1.4%
- Cc1ccc(OCC(=O)Nc2nnc(SCc3cc(=O)n4cccc(C)c4n3)s2)cc1
→ -7%[10.9 µM] | 2% | 0% | ?
- CCn1nnnc1SCC(=O)Nc1ccc2c(c1)OCCO2
→ . | 4% | -19% | .
- O=C(OCCN1C(=O)c2ccccc2C1=O)c1cnccn1
→ 13% | 1% | -2% | -0.1%
- Cc1sc2nc(SCC(=O)OC(C)C)n(C)c(=O)c2c1C
→ -5% | 10% | -10% | 0.3%
- CCOC(=O)N1CCN(C(=O)c2ccc(CN(c3ccc(C)c(C)c3)S(C)(=O)=O)cc2)CC1
→ -15% | -2% | 10% | ?
- Cc1cccc(NC(=O)CSc2nnc([C@@H]3CCCN3C(=O)OC(C)(C)C)o2)c1C
→ -16% | ? | ? | 6.0%
- C=Cn1c(C(=O)O)cc(CC)c1-c1ccccc1
→ 2% | -1% | -15% | -0.1%
- Nc1c(S(N)(=O)=O)cc(S(N)(=O)=O)cc1S(N)(=O)=O
→ -9%[10.9 µM] | 4%[9.22 µM] | -3%[9.22 µM] | -1.2%[11.4 µM]
- CCOc1ccccc1NC(=O)CN1CCCN(Cc2cccc(Cl)c2)S1(=O)=O
→ 10%[10.9 µM] | 8% | 0% | -0.3%
- CCc1ccc(-c2csc(-c3cc4cc(Br)ccc4oc3=O)n2)cc1
→ 11%[10.9 µM] | 8% | -23% | -2.8%
- Cc1ccc(NC(=O)C2=CC(c3cccs3)=NS(=O)(=O)N2C)cc1
→ -14%[10.9 µM] | 6% | -6% | 1.2%
- CCOc1ccc(OCc2cccc(C(=O)N3CCOCC3)c2)cc1
→ -99%[inhibitor] | 10µM* | 13µM* | ?

Other entries follow.
Every second line gives: Peg3 imprint | p53ts 32C tox | p53ts 39C tox | IkB signaling
- CCOc1ccc(C(=O)NCc2nc3cccnc3n2Cc2ccc(F)cc2)cc1OCC
→ 5%[10.9 µM] | 9% | -16% | -1.4%
- CCC1CCCCN1S(=O)(=O)c1ccc(C(=O)Nc2nnc(-c3cccs3)o2)cc1 (configuration not stated)
→ -26% | 2% | 16µM* | 3.4%
- COc1cccc(NC(=O)CSc2ncc3c(n2)-c2ccc(Cl)cc2N(C)S3(=O)=O)c1
→ -3%[10.9 µM] | 3% | 27% | ?
- COC(=O)C1=C(C)N(c2ccc(S(N)(=O)=O)cc2)C(=O)C1
→ 2% | 4% | 8% | -0.5%
- COc1ccc(-c2nnn(Cc3ccccc3F)n2)cc1
→ . | -17% | -10% | .
- Cc1c(C(=O)NCC(c2ccc(Cl)cc2)N2CCOCC2)oc2ccccc12 (configuration not stated)
→ -10%[10.9 µM] | 9% | 0% | ?
- O=c1[nH]c(SCc2ccc([N+](=O)[O-])cc2)nc2c1CCCC2
→ -12%[10.9 µM] | 1% | -11% | -1.0%
- Cc1ccnc(N2CCCC(C(=O)NCc3cccs3)C2)n1 (configuration not stated)
→ . | 12% | 3% | .
- CCOC(=O)c1[nH]c(C)c(C(=O)NCC2CCCO2)c1C (configuration not stated)
→ 13% | -27% | 8% | -1.5%
- CCOc1ccc(Br)cc1CNCCSc1nnnn1-c1ccccc1
→ 5%[10.9 µM] | ? | -21% | ?
- Cc1ccc(NP(=O)(c2ccc(N(C)C)cc2NC(=O)c2cccs2)N2CCOCC2)cc1Cl (configuration not stated)
→ . | -6% | 8% | .
- CC(C)N(Cc1ccccc1)C(=O)CCS(=O)(=O)c1ccc2c(c1)oc(=O)n2C
→ 10%[10.9 µM] | -2% | -10% | ?
- Cc1c(N=c2c(=O)c3ccccc3c2=O)c(=O)n(-c2ccccc2)n1C
→ -47%[inhibitor] | 10µM* | 13µM* | ?
- CCCn1c(=O)c2ccccc2n2c(SCCOc3ccc(C)cc3)nnc12
→ -1% | 9% | 9% | -3.7%
- CCC(CC)n1[nH]c(=O)c2c(C)cc(C)nc21
→ -11% | 5% | 13% | -1.9%
- O=C1c2cccc3cccc(c23)C(=O)N1c1nncs1
→ 1% | 4% | -5% | 0.9%
- CCOC(=O)C1(C)C=C(Nc2cccc(C(=O)O)c2)C(=O)N1c1ccccc1 (configuration not stated)
→ -4%[10.9 µM] | 6% | 12% | ?
- COc1ccc(-c2cc(C(=O)Nc3cc(C)n(Cc4ccc(Cl)cc4)n3)no2)cc1OC
→ -16% | -12% | -20% | 5.1%
- CCOc1ccccc1NC(=O)CN1C(=O)COc2ccc(S(=O)(=O)Nc3ccccc3)cc21
→ ? | 9% | 4% | -1.0%
- COc1ccc(C(=O)N2CCC(C(=O)Nc3ccccc3OC)CC2)cc1
→ 1% | -5% | -4% | 0.4%

One compound at a time, as listed above. Values in the order: Peg3 imprint	p53ts 32C tox	p53ts 39C tox	IkB signaling
COC(=O)C1=C(C)N(c2ccc(S(N)(=O)=O)cc2)C(=O)C1 across the screens: 2%	4%	8%	-0.5%
CCOc1ccc(C(=O)NCc2nc3cccnc3n2Cc2ccc(F)cc2)cc1OCC across the screens: 5%[10.9 µM]	9%	-16%	-1.4%
CCOC(=O)C1(C)C=C(Nc2cccc(C(=O)O)c2)C(=O)N1c1ccccc1 (configuration not stated) across the screens: -4%[10.9 µM]	6%	12%	?
CCC1CCCCN1S(=O)(=O)c1ccc(C(=O)Nc2nnc(-c3cccs3)o2)cc1 (configuration not stated) across the screens: -26%	2%	16µM*	3.4%
Cc1c(N=c2c(=O)c3ccccc3c2=O)c(=O)n(-c2ccccc2)n1C across the screens: -47%[inhibitor]	10µM*	13µM*	?

New compounds follow:
Every second line gives: Peg3 imprint | p53ts 32C tox | p53ts 39C tox | IkB signaling
- COc1ccccc1-c1coc2c(CN3CCN(CCO)CC3)c(O)ccc2c1=O
→ -9% | 2% | 4% | 4.1%
- Cc1cccc(-n2cc(-c3ccccc3)c3c(NC4CCCC4)ncnc32)c1
→ -22%[10.9 µM] | 5% | -8% | 0.7%
- S=c1nc(-c2nc(=S)[nH]c3c2CCCCCCCCCC3)c2c([nH]1)CCCCCCCCCC2
→ 3%[10.9 µM] | 2%[9.22 µM] | 5%[9.22 µM] | 2.3%[11.4 µM]
- CCOC(=O)C1CCN(C(=O)Cn2ncc3c4ccccc4n(C)c3c2=O)CC1
→ -12%[10.9 µM] | 9% | 13% | 4.0%
- O=c1oc2ccccc2n1CCCOc1ccccc1Cl
→ -13%[10.9 µM] | -19% | ? | -1.0%
- Cn1c(=O)n(C)c2cc(C(=O)O)ccc21
→ 5% | -2% | -11% | 0.7%
- CCSc1ncc(Cl)c(C(=O)Nc2nc3ccc(Cl)cc3s2)n1
→ -9%[10.9 µM] | -1% | -1% | -1.8%
- Cn1c2c(c(=O)n(C)c1=O)C(c1ccc(Br)cc1)Nc1ccccc1O2 (configuration not stated)
→ -8% | 10% | 15% | 0.0%
- Cc1ccc(C)c(NC(=O)CCn2cnnn2)c1
→ 16%[10.9 µM] | 2% | 13% | 0.3%
- Cc1ccc2nc(Cl)c3cc(C(=O)N(C)C4CCCCC4)sc3c2c1
→ 26%[10.9 µM] | -2% | 16% | -2.0%
- COc1cc(NC(=O)c2cc(OC)c(OC)c(OC)c2)c(OC)cc1NC(=O)CN1CCCCC1
→ -8% | -13% | -12% | 0.1%
- COc1ccc(-c2noc(CSc3nnc(-c4ccncc4)n3-c3ccc(OC)cc3)n2)cc1
→ -7%[10.9 µM] | -6% | -15% | ?
- O=C(NCCSCc1ccccc1Cl)C1CCN(S(=O)(=O)Cc2ccccc2)CC1
→ -7%[10.9 µM] | -3% | 0% | -0.9%
- COc1ccc(-c2noc(-c3ccc(NC4CCCCC4)c([N+](=O)[O-])c3)n2)cc1
→ -11%[10.9 µM] | -4% | -11% | -0.7%
- O=C(CSc1nnc2scc(-c3ccccc3)n12)Nc1nsc(-c2ccc(Cl)cc2)n1
→ -6% | -8% | -6% | 1.1%
- COc1cccc(N(C(=O)CNC(=O)c2ccco2)C(C(=O)NC2CCCCC2)c2ccncc2)c1 (configuration not stated)
→ -5% | 4% | 13% | -0.1%
- Cc1coc(C)c1C(=O)CC1(O)C(=O)Nc2cc(Cl)cc(Cl)c21 (configuration not stated)
→ -8% | 5% | -4% | -0.5%
- COc1cccc(-c2nnc(-c3cc4cc(Cl)ccc4oc3=O)o2)c1
→ 11%[10.9 µM] | 1% | 38%[activator] | -0.3%
- Cc1ccc(N2CCn3c2nc2c3c(=O)n(CCCc3ccccc3)c(=O)n2C)cc1C
→ -5%[10.9 µM] | 14% | 18% | 1.3%
- CCc1cccc(NC(=O)CCc2nc3cccnc3n2Cc2ccc(OC)cc2)c1
→ -4%[10.9 µM] | -13% | -29% | -0.7%

3 compounds out of the list, sorted by heavy-atom count, rising.
Every second line gives: Peg3 imprint | p53ts 32C tox | p53ts 39C tox | IkB signaling
- O=c1oc2ccccc2n1CCCOc1ccccc1Cl
→ -13%[10.9 µM] | -19% | ? | -1.0%
- CCSc1ncc(Cl)c(C(=O)Nc2nc3ccc(Cl)cc3s2)n1
→ -9%[10.9 µM] | -1% | -1% | -1.8%
- Cc1ccc2nc(Cl)c3cc(C(=O)N(C)C4CCCCC4)sc3c2c1
→ 26%[10.9 µM] | -2% | 16% | -2.0%

More compounds follow:
Every second line gives: Peg3 imprint | p53ts 32C tox | p53ts 39C tox | IkB signaling
- COC(=O)Nc1ncc(CN2CCC(c3ccccc3)CC2)s1
→ . | 14% | 21% | .
- Cc1cc2oc(C(=O)Nc3cccc(-c4nc5ccccc5o4)c3)c(C)c2cc1Cl
→ 5%[10.9 µM] | 2% | 10% | 0.2%
- O=C1CC(c2ccccc2)CC(O)=C1C=NCCN1CCN(C(=O)Nc2ccccc2)CC1 (configuration not stated)
→ 0% | 12% | 3% | 4.0%
- CN(C)C(=O)Cn1cnc2c(cnn2-c2ccccc2Cl)c1=O
→ -1% | -3% | 0% | -0.7%
- Cc1noc(C)c1C(=O)N1CCN(CCc2ccccc2)CC1
→ -5% | 0% | 14% | -2.1%
- CCOc1ccc2c(ccc(/C=C\c3cc(C)c4cccnc4c3O)[n+]2C)c1
→ -26%[10.9 µM] | -17%[9.22 µM] | -28%[9.22 µM] | ?
- CCc1ccc(NC(=O)CSc2nc3ccccc3c(=O)n2CCC(=O)NC2CCCCC2)cc1
→ 25%[10.9 µM] | 5% | 7% | -2.2%
- COC(=O)[C@@]1(Cc2ccccc2)[C@H]2c3cc(C(=O)N4CCCC4)n(Cc4nc5ccccc5[nH]4)c3C[C@H]2CN1C(=O)c1ccccc1
→ -9% | 18% | 7% | .
- COC(=O)c1cccc(NC(=O)c2cccc(OC)c2)c1
→ -86%[inhibitor] | ? | ? | 3.4%
- Cc1nn(Cc2c(Cl)cccc2Cl)c(C)c1NC(=O)c1cc(C(C)C)on1
→ -35%[inhibitor] | ? | -22% | 2.0%
- CCc1ccccc1NC(=O)Cn1nnc(C(=O)OC)c1C(=O)OC
→ 30%[10.9 µM] | 2% | 0% | 2.3%
- COc1ccc(OC)c(S(=O)(=O)N(C)CC(=O)Nc2ccc3c(c2)OCCO3)c1
→ -18% | 1% | 3% | -2.5%
- O=C(NCCc1ccccc1)C1CCN(C(=O)c2sccc2-n2cccc2)CC1
→ -16% | -1% | 10% | -2.5%
- O=C(Nc1ccccc1F)NC1CCN(Cc2nnnn2Cc2ccc(F)cc2)CC1
→ -10% | 9% | 19% | 0.7%
